Assay outcomes from PubChem.
HTR5A inv ag = HTR5A inverse agonists in luminescence cell assay, primary screen, counter-screen for OPRM1-OPRD1 heterodimer inverse agonist project, full-deck HTS | HTR5A cell line, inverse agonism | inhibition, % at 9.3 µM | hit rate 0.083% among 340,000 | AID 504634, 2011; in the data active means inhibition mostly above about 23%, no sharp cut-off; inactive means mostly below about 18%;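 further: 0% = cells with DMSO and 100% = no-cell wells with DMSO; some compounds called inactive have numbers as strong as hits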
Target sequence (P47898 whole entry, looked up): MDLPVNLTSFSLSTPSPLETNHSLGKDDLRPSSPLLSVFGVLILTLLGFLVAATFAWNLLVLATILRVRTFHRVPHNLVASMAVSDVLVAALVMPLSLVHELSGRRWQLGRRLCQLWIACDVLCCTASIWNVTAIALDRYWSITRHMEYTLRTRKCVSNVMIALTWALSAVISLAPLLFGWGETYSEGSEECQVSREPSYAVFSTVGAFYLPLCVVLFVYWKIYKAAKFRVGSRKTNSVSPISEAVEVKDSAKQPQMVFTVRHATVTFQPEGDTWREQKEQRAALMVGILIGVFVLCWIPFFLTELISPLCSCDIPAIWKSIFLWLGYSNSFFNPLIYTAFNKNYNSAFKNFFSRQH
PvdQ acylase = P. aeruginosa PvdQ acylase inhibitors, primary screen, biochemical, fluorescence, plate reader and imaging, single point | PvdQ acylase [Pseudomonas aeruginosa LESB58] | purified PvdQ acylase | inhibition, % at 10 µM | hit rate 0.063% among 340,000; in the data active means inhibition above about 30%, passing the limit was not always enough; inconclusive means no clear call, values can overlap the other calls;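 further: 0% = vehicle neutral wells and 100% = reference inhibitor wells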
V-ATPase pHluor = regulators of yeast V-ATPase proton pumping, primary screen, pHLuorin cytosolic pH fluorescence; response, % at 10 µM; hit rate 0.37% among 350,000; AID 504577, 2011; S. cerevisiae; in the data active means response mostly above about 7.3%, no sharp cut-off; inactive means mostly below about 5.4%; further: actives read high; inactives centre near 0; some compounds called inactive have numbers as strong as hits; reference of the scale not given here
CDK5 inh = inhibitors of human CDK5/p35 kinase, primary screen, biochemical, single concentration; inhibition, % at 10 µM; hit rate 0.01% among 330,000; AID 488839, 2010; Recombinant CDK5/p35, ADP-Glo luminescence, 60 min;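 active means highest replicate inhibition of at least 50% and at least 75% of replicates reaching 50%; inconclusive means only one of the two criteria met; inactive means both criteria failed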;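 further: plate controls were DMSO neutral control for no effect and GW8510 at 10 µM for full effect; many of its hits are not listed in these tables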
HTR5A ag = HTR5A agonists in luminescence cell assay, primary screen, counter-screen for OPRM1-OPRD1 heterodimer agonist project, full-deck HTS. AID 504692, 2011. 5-hydroxytryptamine receptor 5A (Homo sapiens), P47898. activation, % at 9.3 µM. cell-based. hit rate 0.61% among 340,000; in the data active means activation mostly above about 9.5%, no sharp cut-off; inactive means mostly below about 7.6%;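 further: 0% = cells with vehicle only and 100% = reference agonist; strong numbers were not always called active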
SR-BI HDL uptake = inhibitors of SR-BI mediated HDL lipid uptake, primary screen, ldlA[mSR-BI] cells, fluorescence, single point. Scavenger receptor class B member 1 (Mus musculus), Q61009. ldlA[mSR-BI] CHO cells, DiI-HDL uptake fluorescence, 3 h. inhibition, % at 12.5 µM. hit rate 0.96% among 320,000. AID 488896, 2010;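 active means mean replicate inhibition of at least 70% and a set share of replicates each scoring 70 or more; inconclusive means meets just one of the two criteria; inactive means fails both criteria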;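 further: 0% = median of neutral control wells and 100% = median of positive control wells; values of inactives mirror those of a sister screen read the other way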
MITF TRPM1 HTS = activators of MITF-driven TRPM1 promoter reporter, primary screen, cell-based, SK-MEL-5, luciferase, single point | hit rate 0.75% among 300,000 | SK-MEL-5 TRPM1-promoter luciferase, 24 h; % of positive control, neutral wells = 0 | AID 588334, 2011 | activation, % at 12.5 µM;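 active means mean activation of at least 80% with every replicate also reaching 80%; inconclusive means mean reaches 80% but some replicate falls short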;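 further: 0% = neutral control wells and 100% = parthenolide positive control wells; values of inactives mirror those of a sister screen read the other way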
Wnt act = Wnt/beta-catenin pathway activators, primary screen, cell-based, plate reader, single point | Wnt/beta-catenin reporter cell assay, activator | AID 743398, 2014 | hit rate 1.2% among 300,000 | activation, % at 9.35 µM; in the data active means activation above about 30%, passing the limit was not always enough; inconclusive means no clear call, values can overlap the other calls;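 further: 0% = neutral control wells and 100% = positive control wells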
NSD2 HMT inh = NSD2 histone methyltransferase inhibitors, primary screen, biochemical, AlphaScreen, single concentration, set 2; Histone-lysine N-methyltransferase NSD2 (Homo sapiens), O96028; NSD2 peptide methylation, 120 min; inhibition, % at 12.5 µM; hit rate 0.54% among 310,000; in the data active means inhibition above about 50%
dFosB activator = activators of delta FosB homodimer, primary screen, biochemical, fluorescence polarization, TAMRA-CDK5 oligo, single point; activation, % at 25 µM; hit rate 0.99% among 340,000; purified delta FosB; percent of positive-control signal above neutral wells; Protein FosB (Mus musculus), P13346;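 active means mean activation above about 17%, with every replicate also reaching it, limit read from the data, passing the limit was not always enough; inconclusive means only one of the two conditions met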;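 further: fluorescence polarization rise as delta FosB binds a TAMRA Cdk5 AP-1 oligo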
Target sequence (P13346 whole entry, looked up): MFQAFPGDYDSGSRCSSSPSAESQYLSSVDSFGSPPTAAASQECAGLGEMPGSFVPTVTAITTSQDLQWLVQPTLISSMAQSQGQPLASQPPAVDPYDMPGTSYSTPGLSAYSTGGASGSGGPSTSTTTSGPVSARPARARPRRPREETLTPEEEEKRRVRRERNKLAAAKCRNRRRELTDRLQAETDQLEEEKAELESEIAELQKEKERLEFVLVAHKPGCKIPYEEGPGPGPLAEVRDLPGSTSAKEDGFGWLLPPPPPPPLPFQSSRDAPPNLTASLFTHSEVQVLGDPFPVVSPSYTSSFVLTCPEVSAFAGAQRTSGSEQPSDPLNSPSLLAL
Numbers without * were called inactive; ? = inconclusive; . = no result given.

SMILES	HTR5A inv ag	PvdQ acylase	V-ATPase pHluor	CDK5 inh	HTR5A ag	SR-BI HDL uptake	MITF TRPM1 HTS	Wnt act	NSD2 HMT inh	dFosB activator
Cc1ccc(S(=O)(=O)N2CCC(C(=O)Nc3ccc(S(=O)(=O)N4CCOCC4)cc3)CC2)cc1	-2	-15	0	-0.5	4	-36	-13	-3	-2	-6
CC1(C)CC2(CCO1)OC(=O)CC2C(=O)NCCc1ccccc1 (centres undefined)	-5	-14	3	-0.4	0	-26	-12	-3	-2	0
CC(=O)NC(CC(=O)N1CCN(C(C)=O)CC1)c1ccccc1 (centres undefined)	9	4	3	0.8	1	-6	-3	1	-5	-4
O=[N+]([O-])c1ccc(-c2n(-c3ccccn3)c3ccccc3[n+]2-c2ccccn2)cc1	-6	-10	2	1.2	2	-20	-8	1	23	0
COc1ccccc1Oc1ccc(NC(=O)c2ccccc2C)cc1	-19	-8	4	-0.2	2	35	18	5	-1	-11
Cc1ccc(-c2cnc(NCc3cc4c(cc3[N+](=O)[O-])OCO4)n2C)cc1C	3	-17	-3	-2.9	0	1	.	1	2	10
Cc1csc(SCC(=O)c2c(N)n(C)c(=O)n(C)c2=O)n1	9	-12	-4	-0.4	5	-1	22	-1	-1	5
Cc1cc(-c2csc(NC(=O)c3cc4ccccc4o3)n2)c(C)n1C	17	-11	-1	-1.8	-6	18	0	.	1	-11
CN(C(=O)COC(=O)C1CCN(S(=O)(=O)c2cccs2)CC1)C1CCS(=O)(=O)C1 (centres undefined)	16	-12	0	0.3	-6	-17	8	2	31	2
COc1cccc(C(=O)Nc2nnc(S(=O)(=O)N(C)c3ccccc3)s2)c1	-1	6	-3	-1.2	-1	-5	-6	-1	6	-7
CCOc1ccc(C(=O)CN2C(=O)NC3(CCCCCC3)C2=O)cc1	10	7	3	-0.3	-3	28	16	6	-2	-4
O=C(/C=C/c1ccco1)NC1=NCCS1	-29	4	-5	-0.5	2	-11	61	5	0	-5
Nc1c(C(=O)CSc2nnc(N3CCOCC3)n2-c2cccc(F)c2)c(=O)[nH]c(=O)n1C1CC1	-8	-17	1	-0.7	3	-19	.	1	5	3
N#CC1=C(N)Oc2cc(O)ccc2C1c1cccnc1 (centres undefined)	6	-11	-52	0.5	-2	-14	6	-1	1	3
C[C@@H](CSc1ccccc1)CN1CC[C@H](NC(=O)OCc2ccccc2)CCC1=O	-9	1	3	0.0	-1	22	1	-3	.	3
CCOCc1c(C(=O)NC2CCCCCC2)oc2ccccc12	1	-16	6	1.1	2	6	-8	?	-4	-4
COC(=O)c1cc(C(=O)OC)cc(N2C(=O)CC(NNC(=O)c3ccccc3Cl)C2=O)c1 (centres undefined)	20	-8	2	1.1	-1	6	-8	.	-3	-2
COc1ccccc1N(C)S(=O)(=O)c1ccc(C(=O)NC(C)c2ccccc2)cc1 (centres undefined)	-45	-13	-1	-1.9	2	11	0	0	1	-5
Nc1nc(-c2cccc(Br)c2)cs1	17	-7	0	1.6	-1	.	51	.	5	2
O=C(Cc1ccccc1)NNC(=O)c1cnccn1	-11	-3	5	0.5	4	8	16	0	-7	-5
O=C(Nc1ccccc1F)Nc1cccnc1Cl	11	-4	-1	-1.3	3	8	.	18	-1	2
FC(F)(F)c1cccc(-c2nnc3ccc(C(F)(F)F)cn23)c1	-16	13	0	1.1	-2	-8	.	-3	8	5
CCC(=NCc1ccccc1)c1c(C(F)(F)F)[nH]n(-c2nc3ccccc3s2)c1=O	-10	15	-2	2.4	1	23	.	.	2	-8
Cc1cccc(N(CC(=O)NC2CC3CCC2C3)S(=O)(=O)c2ccccc2)c1 (centres undefined)	11	-5	0	0.8	4	-22	-2	0	-3	-14
Cc1nn(C)c(NC(=O)c2ccccc2Cl)c1Cl	1	-15	-1	-0.1	0	.	1	0	-2	3

Next part
SMILES	HTR5A inv ag	PvdQ acylase	V-ATPase pHluor	CDK5 inh	HTR5A ag	SR-BI HDL uptake	MITF TRPM1 HTS	Wnt act	NSD2 HMT inh	dFosB activator
CCS(=O)(=O)c1nc(S(=O)(=O)c2ccc(C)cc2)c(N2CCN(CCO)CC2)s1	-15	3	3	-0.1	-3	-20	-15	1	-3	-1
COc1ccccc1NC(=O)Cc1csc(NC(=S)Nc2ccccc2)n1	-1	-9	0	2.7	1	20	-12	.	13	?
c1ccc(Cn2nnc3c(N4CCOCC4)ncnc32)cc1	10	-7	.	-2.8	-3	-14	11	-3	.	-3
CC(O)C(=O)NCCOCCOCCNC(=O)C(C)O (centres undefined)	-46	-16	1	0.5	19	-6	-9	-1	0	-7
COc1ccc(-c2cc(-c3cccnc3)c(C#N)c(N)n2)cc1	-1	8	1	0.4	4	39	.	-3	-3	-2
Cc1cnc(C(=O)Nc2ccc(-n3cnnn3)cc2)cn1	17	6	-4	0.8	4	19	14	.	-1	-5
CCN(CC)c1nc(-c2ccccc2)nc2ccccc12	0	-12	5	0.1	0	29	.	-1	-9	-12
CCCCNS(=O)(=O)c1ccc(OC)c(C)c1	21	-9	0	0.5	-8	44	.	-3	-2	-4
COCCCNC(=S)NNC(=S)Nc1ccc(F)cc1F	-34	-14	-1	-3.5	0	-6	17	.	3	3
CC[C@H](C)C(C(=O)N1CCN(C(=O)OC(C)(C)C)CC1)n1cc(C(CO)NC(=O)OC(C)(C)C)nn1 (some centres undefined)	-1	-15	3	-0.1	4	-8	3	0	.	-5
Cc1ccc(SCCN2CCC(C)CCC2=O)cc1 (centres undefined)	13	-15	-1	0.4	0	5	?	28	.	5
CN1CCC(=NNC(=O)CSc2ccc(Cl)cc2)CC1	-10	-2	2	0.9	4	-10	-4	-1	14	0
CCCn1c(N)c(N(CCOC)C(=O)c2ccc(-c3ccc(Cl)cc3)o2)c(=O)[nH]c1=O	-17	-10	1	2.1	6	16	3	18	-4	-5
C/C(=N\N=C(N)N)c1ccc(Cl)cc1Cl	-18	-5	-4	-0.1	7	-15	10	?	38	1
Cc1cccc(-c2nc3cc([N+](=O)[O-])ccc3o2)c1	-7	-2	1	-3.5	3	-9	91*	28	-1	6
CN1CC(=O)N/C1=N\C(=O)Nc1ccc(O)cc1	-26	-8	2	0.2	7	-12	1	-1	1	7
CC1CCCN(C(=O)c2cc(S(=O)(=O)N3CCCCC3)c[nH]2)C1 (centres undefined)	0	-3	-1	0.7	0	-25	-5	0	.	-5
CC(C)CCNC(=O)C1C2C=CC3(CN(Cc4ccccc4Cl)C(=O)C13)O2 (centres undefined)	3	-14	.	-4.1	-1	1	-2	0	.	-2
COCC(=O)Nc1nc2n(n1)C(c1ccccc1Cl)CC(c1ccc(OC)cc1)N2 (centres undefined)	0	-15	-1	-1.3	4	8	-5	-3	6	-4
CC(C)(CN1CCN(Cc2ccccc2)CC1)NS(=O)(=O)c1ccc(Cl)cc1	18	-5	2	-0.1	-7	16	5	0	17	-5
CC(=O)OC1CC(n2ccc(NC(=O)c3ccccc3)nc2=O)OC1CO (centres undefined)	-23	0	-6	0.8	-4	-19	10	.	3	-3
COc1ccccc1N1CCN(C(c2ccc(Cl)cc2)c2nnnn2C(C)(C)C)CC1 (centres undefined)	-1	5	-4	-0.3	0	50	2	.	2	-12
O=C(c1ccc2c(c1)OCO2)N1CCN(c2ncccn2)CC1	-17	11	-1	1.7	5	-8	-3	-3	-2	2
CCOC(=O)c1c(NC(=O)C2C3C=CC(C3)C2C(=O)O)sc2c1CCCC2 (centres undefined)	9	-6	4	-1.1	-4	-9	0	-3	-3	-1
COCc1cc(=O)n2[nH]c(N)nc2n1	-15	1	2	-0.5	5	-32	-5	-1	0	5

The list goes on; the last 2 above are carried over.
SMILES	HTR5A inv ag	PvdQ acylase	V-ATPase pHluor	CDK5 inh	HTR5A ag	SR-BI HDL uptake	MITF TRPM1 HTS	Wnt act	NSD2 HMT inh	dFosB activator
CCOC(=O)c1c(NC(=O)C2C3C=CC(C3)C2C(=O)O)sc2c1CCCC2 (centres undefined)	9	-6	4	-1.1	-4	-9	0	-3	-3	-1
COCc1cc(=O)n2[nH]c(N)nc2n1	-15	1	2	-0.5	5	-32	-5	-1	0	5
Cc1csc2ncc(C(=O)Nc3ccccc3Cl)c(=O)n12	-14	-9	-5	0.4	6	-28	30	8	.	-15
COc1ccc(CSCCNC(=S)Nc2ccccc2)cc1Cl	24	-16	-2	-2.0	5	.	-11	1	29	-1
O=C(Cc1n[nH]c(=O)c2ccccc12)NCc1ccccn1	0	5	6	-3.4	-2	-6	16	.	-1	-7
COC(=O)NC1(C(=O)O)CCCC1	-14	-6	1	-8.3	5	-3	2	-1	-8	-1
CC(C)C(OC(=O)CCC(=O)Nc1nccs1)C(=O)NC1CCCCC1 (centres undefined)	-14	3	-5	1.1	1	-16	0	-1	-3	-5
CCc1ccc2oc(C(=O)NCc3ccncc3)c(C)c2c1	-10	-19	8	0.3	1	21	17	.	0	-10
COC(=O)[C@H](Cc1ccc(O)cc1)NC(=O)Cn1cnc2c(OCc3ccccc3)ncnc21	.	-4	-2	0.7	.	-12	2	-1	.	-10
CCC(Sc1nc2cc3c(cc2c(=O)n1Cc1ccco1)OCO3)C(=O)NCCOC (centres undefined)	-6	-6	1	-1.2	2	13	.	-4	0	-11
CC1(C(=O)O)CCC(C(N)=O)C1(C)C (centres undefined)	-19	9	-2	-0.7	6	.	2	0	-2	-2
NC(=S)N=Nc1c(O)n(Cc2ccc(Br)cc2)c2ccccc12	-31	16	-4	-1.9	5	14	-38	.	0	6
CCN1CCN(c2ccc(S(=O)(=O)N3CCCCC3)cc2NC(=O)/C=C/c2ccc(F)cc2)CC1	8	-4	6	1.4	-3	-53	8	-3	2	-15
NC(=O)c1ncc(C(F)(F)F)cc1Oc1cccc(F)c1	21	11	1	0.5	-10	0	-6	-3	1	7
CCc1ccccc1NC(=O)COC(=O)c1cccs1	6	-6	0	-0.8	2	.	2	-3	-2	2
CCOC(=O)N1CCN(S(=O)(=O)c2ccc(OCC(=O)OC)c(Cl)c2)CC1	-7	5	-2	-0.8	3	17	4	-1	0	-8
CC12CCC(C(=O)N(CC(=O)O)C1=O)C2(C)C (centres undefined)	3	-5	1	0.3	-1	-6	-11	1	-1	2
CC(=O)c1ccc(N2CCN(CC(=O)N(C3CC3)C3CCS(=O)(=O)C3)CC2)c(F)c1 (centres undefined)	2	-2	1	-1.1	3	8	-1	-1	-2	-1
O=c1[nH]c(=S)[nH]cc1Oc1ccc(Cl)cc1Cl	18	-13	-1	2.0	-5	-28	0	0	0	-2
CCC(C)NC(=O)CN(c1cc(Cl)ccc1OC)S(C)(=O)=O (centres undefined)	-8	-7	-2	0.3	-2	-28	5	.	-2	-5
CC(C)Cc1nnc(NC(=O)CCC(=O)NC2CCCc3ccccc32)s1 (centres undefined)	21	-11	2	3.5	-6	7	-10	2	14	-3

Outcome played no part in choosing rows. Share with any hit: about 5%.
